Source: PubChem
NadD inh: inhibitors of Staphylococcus aureus NadD. purified NadD enzyme, colorimetric absorbance read-out. 360,000 compounds, 0.78% hits. AID 602399. inhibition, % at 20 µM; in the data active = inhibition above about 26%; note: some compounds past the cut are filed as inactive
FAS TE block: FAS thioesterase (human) inhibition; recombinant FAS-TE, OMFH fluorogenic substrate, fluorescence endpoint; P49327; 360,000 compounds, 0.67% hits; inhibition, % at 15 µM;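 active = compounds whose normalised, plate-corrected inhibition of enzyme fluorescence in the single-dose primary screen is 50% or more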;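 note: 0% = DMSO with enzyme and 100% = substrate without enzyme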
MT1-MMP act inh: inhibitors of human MT1-MMP activation; P50281; HT1080 RFP-PRO-GFP cells, GFP/RFP ratio fluorescence, overnight; percent of plate control window, DMSO zero; GFP/RFP ratio change, % at 20 µM; 360,000 compounds, 0.061% hits;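 active = GFP/RFP ratio change of at least 30% with cell ATP level not reduced by more than half and red fluorescence within 50% of control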; note: strong numbers were not always called active
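Material – HT1080 RFP-PRO-GFP cells · Control set – DMSO wells and RFP-L50D-GFP cells · Incubation – overnight cell settling, then overnight compound exposure, 37 °C, 5% CO2 · Compound dosing – single-point 20 µM compound, 1% DMSO · Read-out – GFP/RFP fluorescence ratio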
CSN deneddyl inh: blocks human CSN-mediated cullin deneddylation; Q92905; Purified CSN, SCF-Nedd8-OG deneddylation, fluorescence polarization; inhibition, % at 12.5 µM; 360,000 compounds, 0.38% hits;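 active = pattern-corrected inhibition above about 35%, with an unprinted fluorescence ratio check between 0.5 and 1.5, limit read from the data, passing the limit was not always enough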;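 note: 0% = enzyme with substrate and 100% = substrate without enzyme; some results filed as inactive read as strong as hits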
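Assay system: HEK293T-derived human Csn5 enzyme; quantity: 0.24 nM enzyme; medium: Tris/NaCl/DTT buffer, pH 7.5; also added: substrate SCFSkp2-Nedd8OG, 10 nM; doses: 12.5 µM compound; schedule: 90 min reaction at room temperature; signal: FP; read-out: % inhibition of substrate cleavage by Csn5; benchmarks: substrate-only high control, full reaction low control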
Rin1-Abl PPI inh: blocks binding of human Rin1 to Abl; inhibition, % at 7.35 µM; AID 588664; 360,000 compounds, 0.4% hits; TR-FRET Rin1/Abl binding, biochemical; P00519+Q13671; in the data active = inhibition above about 5%, passing the limit was not always enough
Target sequence (P00519 whole entry, looked up): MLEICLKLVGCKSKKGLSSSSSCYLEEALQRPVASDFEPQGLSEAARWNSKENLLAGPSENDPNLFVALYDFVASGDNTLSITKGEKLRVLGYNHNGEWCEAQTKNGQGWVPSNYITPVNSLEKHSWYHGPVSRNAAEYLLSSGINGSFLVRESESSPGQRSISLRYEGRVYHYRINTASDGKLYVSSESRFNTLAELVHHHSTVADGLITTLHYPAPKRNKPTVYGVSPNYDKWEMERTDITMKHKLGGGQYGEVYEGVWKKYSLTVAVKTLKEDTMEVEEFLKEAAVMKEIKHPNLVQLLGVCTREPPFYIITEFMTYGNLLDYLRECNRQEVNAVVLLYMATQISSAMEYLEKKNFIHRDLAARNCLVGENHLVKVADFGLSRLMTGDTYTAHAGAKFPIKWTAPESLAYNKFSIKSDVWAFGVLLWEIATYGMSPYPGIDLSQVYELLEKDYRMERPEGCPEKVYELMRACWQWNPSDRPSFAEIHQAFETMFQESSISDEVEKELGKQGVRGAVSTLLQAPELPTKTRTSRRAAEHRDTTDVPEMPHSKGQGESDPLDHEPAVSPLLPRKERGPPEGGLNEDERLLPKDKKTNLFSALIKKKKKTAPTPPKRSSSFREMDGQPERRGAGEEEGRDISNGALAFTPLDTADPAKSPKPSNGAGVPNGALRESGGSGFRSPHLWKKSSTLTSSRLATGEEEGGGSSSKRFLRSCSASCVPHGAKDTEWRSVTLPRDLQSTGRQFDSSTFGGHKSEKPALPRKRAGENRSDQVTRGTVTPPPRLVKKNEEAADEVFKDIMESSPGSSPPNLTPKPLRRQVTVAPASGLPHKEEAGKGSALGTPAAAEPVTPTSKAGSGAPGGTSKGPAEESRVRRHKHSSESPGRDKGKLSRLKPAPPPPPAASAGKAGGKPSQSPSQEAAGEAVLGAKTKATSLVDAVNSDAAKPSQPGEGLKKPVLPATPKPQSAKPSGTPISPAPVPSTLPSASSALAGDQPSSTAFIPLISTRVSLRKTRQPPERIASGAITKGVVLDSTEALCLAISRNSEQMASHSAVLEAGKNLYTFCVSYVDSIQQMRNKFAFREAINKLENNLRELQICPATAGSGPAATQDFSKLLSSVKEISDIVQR
Target sequence (Q13671 whole entry, looked up): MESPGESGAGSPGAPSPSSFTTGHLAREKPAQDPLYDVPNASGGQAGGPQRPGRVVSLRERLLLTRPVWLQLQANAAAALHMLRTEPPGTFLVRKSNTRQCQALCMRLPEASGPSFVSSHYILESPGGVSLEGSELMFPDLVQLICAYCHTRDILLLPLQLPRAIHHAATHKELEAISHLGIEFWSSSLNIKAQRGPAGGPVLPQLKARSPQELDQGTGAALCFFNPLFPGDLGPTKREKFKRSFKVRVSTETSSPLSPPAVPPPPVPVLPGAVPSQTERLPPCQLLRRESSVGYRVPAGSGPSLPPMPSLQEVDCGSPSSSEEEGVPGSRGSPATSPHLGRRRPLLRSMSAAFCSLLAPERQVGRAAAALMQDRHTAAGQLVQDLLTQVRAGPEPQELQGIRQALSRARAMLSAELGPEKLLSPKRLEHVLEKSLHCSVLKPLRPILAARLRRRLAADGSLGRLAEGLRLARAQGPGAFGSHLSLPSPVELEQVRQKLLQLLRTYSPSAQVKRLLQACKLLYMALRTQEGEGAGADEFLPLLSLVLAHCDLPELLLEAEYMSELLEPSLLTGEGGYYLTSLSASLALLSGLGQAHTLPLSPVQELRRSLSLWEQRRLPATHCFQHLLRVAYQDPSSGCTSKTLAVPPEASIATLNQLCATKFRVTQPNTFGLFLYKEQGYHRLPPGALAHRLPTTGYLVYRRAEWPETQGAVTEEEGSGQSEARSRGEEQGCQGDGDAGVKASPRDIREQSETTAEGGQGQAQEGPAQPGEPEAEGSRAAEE
PABP1 MLLE inh: blocks PAM2 peptide binding to the PABP1 MLLE domain | inhibition, % at 20 µM | AID 588489 | P11940 | GST-MLLE / FITC-PAM2 fluorescence polarization | 360,000 compounds, 0.36% hits; in the data active = inhibition above about 35%, passing the limit was not always enough;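 note: plate controls were DMSO wells with GST-MLLE for no effect and wells lacking GST-MLLE protein for full effect; some results filed as inactive read as strong as hits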
Neddylation inh: cullin neddylation inhibition; P61081+Q13564; TR-FRET cullin neddylation, biochemical; calls only at 25 µM; 360,000 compounds, 0.58% hits; AID 651699; in the data active = inhibition above about 36%
SKN-1 block: inhibitors of C. elegans SKN-1 | C. elegans VP596 Pgst-4::GFP/RFP ratio, acrylamide-induced, 24 h | inhibition, % at 21.8 µM | 360,000 compounds, 0.49% hits | AID 624304;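 active = interference check ratio from 0.5 to 1.5 plus GFP to RFP signal ratio inhibition reaching or exceeding a fixed threshold, cut at about 30% in these data, passing the limit was not always enough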; note: some compounds called inactive have numbers as strong as hits
Rpn11 inh: inhibitors of human proteasome Rpn11. calls only at 20 µM. 360,000 compounds, 0.59% hits. human 26S proteasome, Ub4-pepOG fluorescence polarization; 20S core pre-blocked with epoxomicin. AID 588493;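 active = inhibition at 20 µM, scaled to each plate's controls, above about 33%, limit read from the data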
Starred values were filed as active, the others as inactive; i = inactive; / = no result given; + = active, no number; & = joins results of further samples.

SMILES | NadD inh | FAS TE block | MT1-MMP act inh | CSN deneddyl inh | Rin1-Abl PPI inh | PABP1 MLLE inh | Neddylation inh | SKN-1 block | Rpn11 inh
Cc1cc(C)nc(N2CCC(C(=O)NNC(=O)Cc3ccccc3)CC2)n1 | -4 | -3 | 3 | 2 | 0 | 17 | i | 4 | i
Cn1cccc1C(=O)OCC(=O)c1c[nH]c2ccccc12 | -6 | -5 | 0 | 4 | 5 | 6 | i | 4 | i
O=C(O)CC(NC(=O)Nc1ccccc1)c1ccc(OC2CCCC2)cc1 (stereo unspecified) | -6 | -4 | 0 | -2 | 2 | 4 | i | 9 | i
Cc1ccc(N/N=C/c2ccc(N3CCOCC3)cc2)cc1C | 16 | -2 | -6 | 2 | -2 | 3 | i | 4 | i
Fc1ccc(Cn2nnnc2C(c2ccc(Cl)cc2)N2CCSCC2)cc1 (stereo unspecified) | -4 | 24 | -7 | 7 | 0 | -4 | i | 15 | i
O=C(NCCN1CCCC1)c1ccc(Cn2c(=S)[nH]c3ccc(Br)cc3c2=O)cc1 | 18 | 0 | 1 | 5 | -2 | -70 | i | 11 | i
COCCNC(=O)C1(C)CCN(C(=O)c2ccc3c(c2)C(C)(C)CCC3(C)C)C1 (stereo unspecified) | 5 | -6 | 2 | -4 | -1 | 3 | i | -5 | i
CC1(C)CC(=O)C=C(NC2CCCCCC2)C1 | -6 | -6 | 1 | 4 | -2 | -5 | i | 7 | i
Cc1cc(NC(=O)CSCc2ccc([N+](=O)[O-])cc2)no1 | -2 | 3 | 1 | -6 | -2 | 19 | i | -7 | i
C=CCNC(=S)Nc1cccc([N+](=O)[O-])c1 | -3 | 7 | -2 | 0 | 2 | 3 | i | 10 | i
c1ccc2c(c1)OC(CCCN1CCCCC1)c1ccccc1S2 (stereo unspecified) | 7 | -3 | -2 | 3 | -2 | -5 | i | -11 | i
O=C(Nc1cccc([N+](=O)[O-])c1)C1C2/C=C\CCCCC21 (stereo unspecified) | -4 | 16 | -1 | 2 | 3 | 4 | i | 8 | i
COc1cccc(C(=O)Nc2c3c(nn2-c2cccc(C)c2C)CS(=O)C3)c1OC (stereo unspecified) | 5 | -6 | -1 | -2 | 4 | 9 | i | 15 | i
Cc1ccc(CN2CCC[C@]3(N[C@H](c4ccc(C(F)(F)F)cc4)[C@@H]4C(=O)N(Cc5ccccc5)C(=O)[C@@H]43)C2=O)cc1 | 7 | 21 | 0 | 2 | -4 | 7 | i | -2 | i
CC(C)CC(=O)NC(=S)Nc1cc(C(F)(F)F)ccc1N1CCOCC1 | -5 | 26 | -18 | -12 | -2 | 37 | i | -2 | i
O=C(Nc1ccccc1C(=O)N1CCCC1)c1ccc(Cl)cc1Cl | 0 | -3 | 4 | 1 | 1 | 8 | i | -11 | i
CCOc1ccccc1C(=O)N1c2ccccc2Sc2ccccc21 | -8 | 28 | -15 | -2 | 0 | 5 | i | -4 | i
CCOC(=O)COn1c(=O)c(-c2ccc(Cl)cc2)[n+]([O-])c2ccccc21 | -6 | -1 | -4 | 3 | 3 | -10 | i | -24 | i
Cc1ccc(O)c(N=Nc2ccc(S(=O)(=O)N3CCOCC3)cc2)c1 | -9 | 27 | 2 | -3 | -1 | -2 | i | 8 | i
CC(=O)c1cccc(N(C(=O)c2ccco2)C(C(=O)NC2CCCCC2)c2ccc(C)o2)c1 (stereo unspecified) | -4 | 4 | 2 | 3 | 0 | 14 | i | -10 | i
Cc1ccc(NC2OC(CO)C(O)C(O)C2O)cc1 (stereo unspecified) | 1 | -1 | -3 | -3 | 4 | 4 | i | 14 | i
Cc1ccc(Cl)cc1NS(=O)(=O)c1cc2[nH]c(=O)c(=O)[nH]c2cc1C | -5 | -3 | 3 | -3 | -4 | 3 | i | 14 | i
COCCNC(=O)/C(C#N)=C\c1ccc(CNS(=O)(=O)c2ccc(C)cc2)o1 | 1 | -3 | 4 | -2 | -1 | -5 | i | -7 | i
COc1ccc(C(CNC(=O)c2ccc(OCc3csc(C)n3)cc2)N2CCCC2)cc1 (stereo unspecified) | -4 | -7 | 3 | -5 | 2 | -7 | i | 2 | i
CCN(c1ccc(OC)cc1)S(=O)(=O)c1csc(C(=O)N2CCCC2)c1 | 2 | -4 | 0 | -1 | 3 | 11 | i | 0 | i
Cc1ccc(Cl)cc1NC(=S)N(C)N | 2 | -5 | 0 | 3 | 2 | -127 | i | 0 | i
CNC(=O)COc1coc(CN2CCN(c3ccccc3OC)CC2)cc1=O | 0 | -3 | 2 | -3 | 0 | -6 | i | -3 | i
c1cnc2c(c1)ccc1cccnc12 | 1&11 | -4&-4 | -3&2 | 4&-4 | -11&-10 | 8&-4 | i | -7&-8 | i
CC(C)c1nc(SCC(=O)N2CCN(c3ccccc3)CC2)c2c(=O)n(C)c(=O)n(C)c2n1 | 8 | 13 | 0 | 3 | 6 | -2 | i | 6 | i
COc1ccc(C2=CC(=O)CC(c3ccc(F)cc3)C2)cn1 (stereo unspecified) | -4 | 15 | 2 | -3 | 1 | 14 | i | -3 | i
COCC(=O)N(Cc1nc2sc(C)c(C)c2c(=O)[nH]1)C1CCCCC1 | -4 | -7 | 0 | -2 | 2 | -8 | i | -15 | i
CC(C)Cn1c(N)c(C(=O)COC(=O)c2ccccc2Cl)c(=O)n(C)c1=O | 0 | 10 | 2 | -2 | 1 | 1 | i | -2 | i
CCOc1ccc2oc(C(=O)OCC(=O)N3CCCC(C)C3)c(C)c2c1 (stereo unspecified) | -5 | 11 | 15 | 1 | -2 | -3 | + | -2 | i
O=C(N/N=C/c1ccc(OC(=O)c2ccccc2)cc1)c1cccnc1 | 4 | -4 | -1 | 18 | 3 | 5 | i | -8 | i
COc1ccc(NC(=O)c2cccc3c2C(=O)N(CC2CCCO2)C3)cc1OC (stereo unspecified) | -6 | 0 | 6 | -8 | 1 | 1 | i | 15 | i
CC(=O)OC(C(=O)NC1CCCCC1)c1cccc(C)c1 (stereo unspecified) | 0 | -4 | -4 | 0 | 0 | -8 | i | -6 | i
Cc1ccc(-n2cnc3sc(C)c(C)c3c2=O)cc1 | -3 | -1 | 4 | -7 | -3 | -2 | i | 6 | i
COc1ccc(CNC(=O)CN(c2ccc(OC)c(Cl)c2)S(=O)(=O)c2ccc(C)cc2)cc1 | -7 | 21 | -1 | -3 | 1 | -2 | i | 7 | i
COc1cccc(CNC(=O)C2CC(=O)N(C3CCCCC3)C2)c1 (stereo unspecified) | -3 | -2 | -11 | 2 | 2 | 3 | i | 17 | i
O=C(CSCc1cnn(-c2ccccc2)c1-n1cccc1)N1CCN(Cc2ccccc2)CC1 | -1 | 28 | -4 | 4 | -5 | 1 | i | 5 | i
O=C(Cc1ccccc1)NNC(=S)Nc1ccccc1 | -4 | -4 | -2 | -6 | 0 | 4 | i | -3 | i
C=CCNC(=O)/C(C#N)=C/c1c(N2CCN(c3ccc(OC)cc3)CC2)nc2c(C)cccn2c1=O | 2 | 15 | 0 | 0 | -1 | 13 | / | 6 | i
O=C(Nc1c(C(=O)N2CCCCC2)cnn1-c1ccccc1)c1ccccc1F | -3 | 0 | -3 | -2 | -2 | -2 | i | 1 | i
CCN(CC)C(=O)Oc1ccc2c(c1)O/C(=C\c1ccco1)C2=O | -4 | 10 | -5 | 16 | -1 | -5 | i | 5 | i
COc1ccccc1/C=C/C1(C(=O)NC2CCCC2)CC(=O)N1c1ccccc1 (stereo unspecified) | -5 | 16 | -3 | -2 | -1 | 14 | i | -2 | i
CCC1(C)CN=C(c2ccccc2)NC1 (stereo unspecified) | 3 | -2 | 8 | 2 | 1 | -3 | i | -9 | i
COc1ccc(/C=C/C(=O)NC(=S)NNC(=O)c2cccs2)cc1 | 6 | -6 | 2 | 13 | 1 | -29 | i | 13 | i
CC1CCCC(C)N1C(=O)Cc1ccccc1 (stereo unspecified) | -8 | -4 | 8 | -2 | 7 | -4 | i | -8 | i
COC(=O)C1(C)NC(c2ccco2)C2C(=O)N(c3ccc(F)cc3)C(=O)C21 (stereo unspecified) | -3 | -6 | -2 | -5 | 1 | -10 | i | -6 | i
Cc1ccc2oc(C(=O)N3CCC(O)(c4ccccc4)CC3)c(C)c2c1 | -8 | 9 | 0 | 0 | -1 | 2 | i | 1 | i
CC1CCCCN1C(=O)CSc1nc2c(c(=O)n(C)c(=O)n2C)n1C (stereo unspecified) | 6 | -1 | -4 | 0 | 2 | -10 | i | 7 | i
COc1cccc(N(CC(=O)NC(C)c2ccccc2)S(C)(=O)=O)c1 (stereo unspecified) | 5 | -9 | 1 | 0 | 5 | 1 | i | -2 | i
COC(=O)c1cc(C(=O)Nn2cnnc2)cc([N+](=O)[O-])c1 | -2 | -5 | 1 | -4 | -3 | 9 | i | 7 | i
CCOC(=O)c1ccc(NC(=O)NCc2ccc(OC)cc2)cc1 | -4 | -5 | 4 | 3 | -2 | -11 | i | -5 | i
O=C(CSc1ccccn1)N/N=C/c1ccccc1[N+](=O)[O-] | -3 | -5 | 1 | -15 | -1 | -5 | i | 5 | i
COc1cc(C(=O)OC2CCOC2=O)cc(Cl)c1OC (stereo unspecified) | -2 | -4 | 13 | 0 | 0 | 9 | i | -4 | i
CC1CCC(C(O)(C(=O)c2ccccc2)c2ccccc2)C(=O)C1 (stereo unspecified) | -5 | 18 | -2 | 17 | -4 | 1 | i | 15 | i
CCS(=O)(=O)NC(=O)C1(C)CCN1C(=O)C1(c2ccc(Cl)cc2)CC1 (stereo unspecified) | 1 | -9 | -4 | -1 | -9 | 8 | i | -9 | i
O=C(CSc1nnc(SCc2cccc3ccccc23)s1)c1ccc2c(c1)OCO2 | -8 | 24 | 1 | 3 | 0 | -61 | i | 19 | i
CCC(=O)Nc1cc2nn(-c3ccc(C)cc3)nc2cc1C | 10 | 1 | -3 | -3 | 3 | 15 | i | -2 | i
C#CCOCCOCCOCCNc1nc(N2CCN(C(=O)CCCCCCCCCCNC(=O)Cn3cc(C[C@@H](C)O)nn3)CC2)nc(N2CCN(C(=O)CCCCCCCCCCNC(=O)[C@@H]([C@H](C)CC)n3cc(CCCCCN)nn3)CC2)n1 | 34* | -110 | -5 | 4 | 10 | 3 | i | 7 | i
COc1ccc(NS(=O)(=O)c2c(C)cc(C)cc2C)cn1 | -5 | 0 | -2 | -2 | -1 | 19 | i | -15 | i
O=C(NCCO)C1CCN(S(=O)(=O)c2ccc(F)cc2)CC1 | 2 | 0 | 1 | 7 | -2 | 2 | i | 26 | i

Already shown: an excerpt of the list.
SMILES | NadD inh | FAS TE block | MT1-MMP act inh | CSN deneddyl inh | Rin1-Abl PPI inh | PABP1 MLLE inh | Neddylation inh | SKN-1 block | Rpn11 inh
C#CCOCCOCCOCCNc1nc(N2CCN(C(=O)CCCCCCCCCCNC(=O)Cn3cc(C[C@@H](C)O)nn3)CC2)nc(N2CCN(C(=O)CCCCCCCCCCNC(=O)[C@@H]([C@H](C)CC)n3cc(CCCCCN)nn3)CC2)n1 | 34* | -110 | -5 | 4 | 10 | 3 | i | 7 | i
COc1ccc(NS(=O)(=O)c2c(C)cc(C)cc2C)cn1 | -5 | 0 | -2 | -2 | -1 | 19 | i | -15 | i
O=C(NCCO)C1CCN(S(=O)(=O)c2ccc(F)cc2)CC1 | 2 | 0 | 1 | 7 | -2 | 2 | i | 26 | i
